Bioassay records (PubChem BioAssay)
A-T KAP1 phos – potential ataxia-telangiectasia treatments restoring KAP-1 phosphorylation | […] A-T fibroblasts, KAP-1 phosphorylation AlphaLISA; neocarzinostatin DNA damage 30 min before lysis | Potency, µM (doses to about 57.5 µM), without a hit: top-dose activation, actives largely listed as activators | 320,000 tested, 0.19% active | AID 485349; further: potency means the concentration at half of the fitted maximal effect; % of control where 0% means no effect; nearly all actives have a fitted effect of over 45% in size
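hTERT-immortalized A-T patient fibroblasts ([…]), 500 cells/well in OPTI-MEM, 1% FBS, got compounds for 60 min, then NCS for 30 min at 37C. Lysates were then assayed for phospho-KAP-1 by AlphaLISA (anti-pKAP1 donor, anti-KAP1 acceptor beads), 6 hr at 25C.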
ASM inhibitor – blocks human secretory acid sphingomyelinase | AID 504937 | placental ASM, HMU-PC fluorogenic substrate, 60 min | Potency, µM (top dose mostly 57.5 µM), without a hit: at the highest dose activity change, negative = inhibition, most hits filed as inhibitors | P17405 | 340,000 tested, 0.006% active; further: potency means the concentration at half of the fitted maximal effect
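Fluorescence read-out (Ex 386 nm, Em 447 nm) after stopping the reaction at pH 10. Enzyme: ASM from human placenta; substrate HMU-PC0, 9 uM final; 60 min, 37 °C. Compound preincubation 10 min, ambient temperature.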
Integrin act MD – integrin-mediated muscular dystrophy alleviation activation. alpha7betagal myoblasts, beta-gal FDG fluorescence, 48 h. Potency, µM (titrated, usually from 38.3 µM), inactives show at the top dose activation, most hits filed as activators. 350,000 tested, 0.064% active;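 further: potency means the concentration at half of the fitted maximal effect; 100% = response of the positive control SU9516; nearly all actives have a fitted effect of over 60% in size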
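alpha7betagal+/- myoblasts (passage 13, 250/well) treated 48 h at 37C with compounds at 1:260 dilution of DMSO stock. Lysed, then beta-galactosidase activity read as FDG fluorescence (ex 480/em 540) after 30 min, with pre-read for autofluorescence.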
ELG1 DNA repair – inhibitors of ELG1-dependent DNA repair in HEK293T cells; HEK293T ELG1-luciferase reporter, luminescence, 16 h; DNA damage induced by 5-fluorouridine; Potency, µM (titrated, usually from 46.1 µM), inactives show at the highest dose activity change, negative = inhibition, usual class: inhibitors; 330,000 tested, 2.3% active; further: potency means the concentration at half of the fitted maximal effect; on the % scale 0 is the no-effect control and ±100 the full control effect; nearly all actives have a fitted effect of over 55% in size
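HEK293T cells expressing luciferase-tagged ELG1 (2,000/well) received 5-Fluorouridine plus compound or DMSO for 16 hr at 37 °C. Luciferase was read by ONE-Glo luminescence after 30 min at room temperature.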
PTAP TSG101 blk – blocks PTAP/TSG101 interaction to inhibit HIV-1 budding; Q99816; Fluorescence polarization, FITC-PTAP peptide / Tsg101 binding; Potency, µM (doses to about 115 µM), for inactives: at the highest dose activity change, negative = inhibition, actives largely listed as inhibitors; 340,000 tested, under 10 active; active means well fitted inhibition curve with a large enough effect in the main read-out, with a control signal flat, not every such curve was filed as active; inconclusive means small, poorly fitted or top-dose-only effect, or effect the other way, or a change in a side signal; inactive means no such curve, though single readings can be large or run the other way; further: potency means the concentration at half of the fitted maximal effect; % of control where 0% means no effect
Target sequence (Q99816 whole entry, looked up): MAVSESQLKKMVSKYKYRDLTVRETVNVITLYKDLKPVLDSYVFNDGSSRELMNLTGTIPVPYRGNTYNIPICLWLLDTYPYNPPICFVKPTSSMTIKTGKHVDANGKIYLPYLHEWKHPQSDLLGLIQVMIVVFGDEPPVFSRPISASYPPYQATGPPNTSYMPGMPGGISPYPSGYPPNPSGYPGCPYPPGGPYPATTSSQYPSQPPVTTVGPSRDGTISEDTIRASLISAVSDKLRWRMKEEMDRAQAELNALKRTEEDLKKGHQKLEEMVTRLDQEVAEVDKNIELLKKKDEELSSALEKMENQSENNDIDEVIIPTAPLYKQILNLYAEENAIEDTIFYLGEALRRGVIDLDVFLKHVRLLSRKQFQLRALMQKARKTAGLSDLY
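Tsg101 binding domain (10 uM final) was mixed with compound and a FITC-labeled PTAP peptide (50 nM final) in HEPES pH 7.5 buffer with NaCl, Tween 20, EDTA and TCEP; fluorescence polarization was read after 20 min at r.t.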
TCR act – activates T cell receptor signaling; primary human leukocytes, anti-CD3, IL-2 HTRF, 48 h; AID 504894; 330,000 tested, under 10 active; Potency, µM (titrated, usually from 9.22 µM), for inactives: at the highest dose activation of IL-2 secretion, most hits filed as activators; further: % of control where 0% means no effect
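Primary human leukocytes incubated 48 hr with anti-CD3 beads plus compound, without co-stimulation. Secreted IL-2 measured by HTRF (europium cryptate/d2 anti-IL-2 pair, 320 nm excitation, 665 nm emission).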
Eya2 inh – inhibitors of human Eya2 phosphatase activity; 330,000 tested, 0.006% active; O00167; Potency, µM (doses to about 76.9 µM), inactives show at the top dose activity, negative = inhibition, usual class: inhibitors; recombinant Eya2, OMFP fluorescence dephosphorylation (OMFP is methylfluorescein phosphate); further: potency means the concentration at half of the fitted maximal effect; on the % scale 0 is the no-effect control and ±100 the full control effect
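Eya2 protein (added as 0.2 uM solution) was preincubated with compound for 10 min at ambient temperature in 50 mM HEPES pH 7.5, 50 mM NaCl, 5 uM MgCl2, 0.05% BSA, 1 mM DTT. OMFP (added at 50 uM) then reacted 10 min; fluorescence read at 485/525 nm.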
TSHR antag – blocks TSH signaling through the human TSH receptor | activity change, negative = inhibition, % at 11.5 µM | 330,000 tested, 0.2% active | P16473 | AID 504810 | TSHR-expressing cells, TSH-stimulated cAMP HTRF, 2 h; hits give low values;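 active means activity change below a set negative limit, meaning inhibition stronger than a set level, cut at about -70% in these data; inconclusive means activity change between two set negative limits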; further: on the % scale 0 is the no-effect control and ±100 the full control effect
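Competitive HTRF cAMP read-out (cryptate anti-cAMP antibody, cAMP-d2; 30 min, room temperature) in freshly harvested TSHR cells. Compounds added before TSH at EC80 (4nM final), followed by 2 hours' incubation at 37 deg C.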
Tb PFK inh – inhibitors of T. brucei phosphofructokinase. 330,000 tested, 0.17% active. O15648. Potency, µM (top dose mostly 57.5 µM), for the others: top-dose activity, negative = inhibition, usual class: inhibitors. T. brucei PFK, ADP-Glo luminescence;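 further: potency means the concentration at half of the fitted maximal effect; 0% = uninhibited 1x PFK enzyme wells and -100% = no-enzyme wells; nearly all actives have a fitted effect of over 60% in size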
Target sequence (O15648 whole entry, looked up): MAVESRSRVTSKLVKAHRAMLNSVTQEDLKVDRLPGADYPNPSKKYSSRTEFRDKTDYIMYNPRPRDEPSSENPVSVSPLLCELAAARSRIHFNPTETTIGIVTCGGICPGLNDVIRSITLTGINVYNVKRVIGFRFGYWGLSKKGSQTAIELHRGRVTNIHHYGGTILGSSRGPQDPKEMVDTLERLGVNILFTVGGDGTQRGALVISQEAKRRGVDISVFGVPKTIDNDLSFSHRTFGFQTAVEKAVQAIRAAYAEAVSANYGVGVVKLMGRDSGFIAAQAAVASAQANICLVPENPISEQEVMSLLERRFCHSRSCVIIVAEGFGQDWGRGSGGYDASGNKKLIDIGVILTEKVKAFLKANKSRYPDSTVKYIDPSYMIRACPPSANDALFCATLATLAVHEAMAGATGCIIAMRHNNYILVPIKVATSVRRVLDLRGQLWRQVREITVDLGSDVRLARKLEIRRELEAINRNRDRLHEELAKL
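Compounds were pin-transferred as a titration series up to 57 uM into substrate buffer (0.5 mM F6P, 0.1 mM ATP, pH 8.0), then 1.25 nM PFK was added and reactions ran 45 min before ADP-Glo detection.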
BCR signal inh – blocks chronic active B-cell receptor signaling; ABC-DLBCL IkBa-CBG/CBR reporter, luminescence ratio, 4 h; Potency, µM (series often up to 46.1 µM), inactives show top-dose ratio change, negative = lower green/red ratio, hits mostly inhibitors; 340,000 tested, 0.05% active; AID 493014; active means well fitted inhibition curve with a large enough effect in the signal ratio, with a control signal flat, not every such curve was filed as active; inconclusive means small, poorly fitted or top-dose-only effect, or effect the other way, or a change in a side signal; the % refers to the signal ratio;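 further: potency means the concentration at half of the fitted maximal effect; plate controls were basal doxycycline-induced cells for no effect and cells given 10 µM MG132 for full effect; MG132 reads +100%, hits lower the ratio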
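Doxycycline induced both beetle luciferases in TMD8 lymphoma cells; IKK-driven degradation limits the IkappaBalpha-fused green signal, while red luminescence normalises for cell number and nonspecific effects. Compounds tested up to 46 uM, 4 hrs.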
Mito fusion yeast – mitochondrial division inhibition or fusion activation; Potency, µM (titrated, usually from 46.1 µM), for the others: top-dose growth rescue (activation), most hits filed as activators; S. cerevisiae fusion-defective mutant growth rescue, CellTiterGlo 48 h; 320,000 tested, 0.23% active; AID 485298;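 further: potency means the concentration at half of the fitted maximal effect; % of control where 0% means no effect; nearly all actives have a fitted effect of over 45% in size; temperature-sensitive fusion mutants such as fzo1-1 at 37 °C on non-fermentable ethanol glycerol medium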
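Yeast fusion mutant, YPEG (non-fermentable carbon), compound, 48 h at 37C non-permissive; CellTiterGlo added, 10 min RT, luminescence read. Rescued growth = division inhibition.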
The depositor's hits bear a star; ? = inconclusive; . = not tested or not shown; [ ] = remark or other dose. Unless noted, the call rests on the fitted dose curve; in most records, active means well fitted curve in the direction sought with a large enough effect; inconclusive means small, poorly fitted or top-dose-only effect, or another doubt; inactive means no such curve, though single readings can be large; an effect the other way counts as inactive or inconclusive.

SMILES	A-T KAP1 phos	ASM inhibitor	Integrin act MD	ELG1 DNA repair	PTAP TSG101 blk	TCR act	Eya2 inh	TSHR antag	Tb PFK inh	BCR signal inh	Mito fusion yeast
COc1ccc(-n2c(Cc3cccn3C)nnc2SCC(=O)Nc2cc(C)cc(C)c2)cc1	5.7%	-3.5%	-14.4%	-6.0%	-1.5%	-7.4%[46.1 µM]	2.6%	-5.5	0.4%	-2.6%	-0.4%
Cc1sc2nc(COC(=O)c3ccc(N4CCCC(C)C4)c([N+](=O)[O-])c3)[nH]c(=O)c2c1C (stereo not drawn)	-5.1%	-12.6%	7.6%	-17.6%	-4.5%	0.7%[46.1 µM]	6.3%	5.5	0.1%	1.8%	0.4%
COc1ccc(NC(=O)c2cccc(-n3c(C)ccc3C)c2)c(OC)c1	0.0%	-3.1%	-36.4%	15.9%	-2.7%	-11.6%[46.1 µM]	-6.1%	1.9	-0.6%	?	3.7%
O=C(COC(=O)c1ccc2ccccc2c1O)NCc1ccccc1	-1.1%	41.5%[activator]	-0.4%	22.6%	-0.6%	2.5%	?	1.7	4.8%	-1.7%	2.0%
O=C(NC(=S)Nc1ccccc1N1CCCC1)c1ccco1	-9.0%	4.8%	-13.3%	-5.4%	-11.9%	-4.1%	-24.4%	19.4	-0.9%	-0.5%	-3.2%
CN(c1ccccc1)S(=O)(=O)c1cccc(NC(=O)CN2C(=O)NC3(CCCCC3)C2=O)c1	2.2%	-1.3%	-25.3%	-6.5%	-3.7%	-4.4%	-3.9%	31.9	3.1%	0.6%	-3.6%
Cc1ccc(Oc2nc3ccccc3n3c(C)nnc23)c(C)c1	-10.3%	-1.0%	-9.0%	20.5%	0.0%	-2.3%	7.3%	8.3	-1.2%	?	-1.4%
CC(C)Cc1nn2c(=O)cc(COc3ccc(NC(=O)c4ccco4)cc3)nc2s1	1.6%	-0.5%	-25.0%	-9.4%	-4.4%	-2.4%	0.6%	5.6	0.9%	-4.4%	0.0%
O=C(NCCCCCCNC(=O)N1CCCCCC1)N1CCCCCC1	0.6%	2.3%	1.5%	5.6%	0.8%	.	-22.4%	-1.1	-3.1%	?	1.0%
CC(C)CC(C(=O)NC1CCCC1)N(Cc1cccs1)C(=O)c1snc(C(N)=O)c1N (stereo not drawn)	3.8%	153.3%[activator]	11.0%	18.4µM*	-3.9%	-2.2%[46.1 µM]	-22.3%	4.6	4.4%	-0.2%	0.7%
Nc1ccc(S(=O)(=O)Nc2nc3ccccc3o2)cc1	-10.9%	1.0%	?	1.9%	-1.5%	.	4.1%	12.4	-0.7%	7.0%	-0.3%
Cc1nc(N)sc1-c1csc(Nc2ccc(S(N)(=O)=O)cc2)n1	4.4%	0.0%	0.0%	?	0.3%	.	12.2%	3.8	3.3%	?	6.0%
CCOC(=O)Cn1cc(Cl)cc(C(=O)Nc2ccccc2)c1=O	3.3%	-0.5%	0.0%	3.4%	-1.1%	4.2%	8.3%	-4.7	-2.2%	?	7.4%
O=C(NCc1cccs1)c1cnc2sccn2c1=O	0.3%	-3.0%	-1.2%	19.7%	-3.6%	-4.0%	-8.2%	3.5	3.1%	7.4%	-3.3%
Cc1ccccc1OCCOCCN1CCCCCC1	0.9%	-2.4%	-12.6%	-4.7%	-1.2%	1.6%	12.5%	5.6	1.8%	6.3%	0.0%
CC(=O)c1cccc(N/C=C\C(=O)c2ccc(C)cc2)c1	5.4%	44.2%[activator]	14.0%	?	-2.5%	3.3%[46.1 µM]	-2.6%	0.0	-2.5%	?	0.0%
CCn1c(SCC(=O)c2[nH]c(C)c(C(C)=O)c2C)nnc1-c1ccncc1	2.0%	5.1%	0.0%	-4.8%	-0.7%	-0.6%	-8.1%	-9.6	-16.2%	1.6%	-1.0%
C=CCN1CCN(C(c2ccc(OC)c(OC)c2)c2nnnn2C(C)(C)C)CC1 (stereo not drawn)	-3.0%	2.7%	-8.2%	11.5%	-2.3%	8.4%	-5.4%	15.7	3.6%	-7.2%	-0.9%
CCOC(=O)c1ccc(NS(=O)(=O)CC)cc1	0.8%	2.3%	-16.1%	10.7%	-3.4%	-8.0%	7.7%	14.6	-6.8%	?	1.0%
Cc1cc(C)cc(OCC(=O)Nc2ccccc2C(=O)N2CCOCC2)c1	3.5%	-3.9%	4.8%	-13.2%	-12.0%	-4.2%	1.6%	9.6	-9.5%	2.9%	1.6%
Cc1ccc(CS(=O)(=O)CCC(=O)NCCCN2CCCC2)cc1	-5.8%	5.5%	-21.4%	10.3%	-5.0%	-5.7%	-1.3%	9.2	-2.0%	0.8%	-2.2%
CCOC(=O)C1CCN(C(=O)C(CCSC)NC(=O)COc2ccccc2)CC1 (stereo not drawn)	2.5%	4.4%	2.9%	18.6%	0.2%	.	-2.1%	6.9	-2.8%	6.7%	-0.3%
Cc1ccc(S(=O)(=O)NCC2CCC(C(=O)NCCCN3CCCC3=O)CC2)cc1 (stereo not drawn)	-9.6%	2.3%	2.8%	1.8%	0.5%	0.5%	-0.3%	2.9	-4.4%	-7.0%	-1.5%
CC1(CCc2ccccc2)NC(=O)N(Cc2nnc(-c3ccccc3Br)o2)C1=O (stereo not drawn)	9.5%	-0.3%	6.2%	-26.3%	-8.6%	1.8%	13.2%	-4.1	2.8%	-0.1%	0.1%
CCCCNC(=O)COC(=O)c1ccc(NS(=O)(=O)c2ccc3c(c2)OCCO3)cc1	-1.3%	-4.2%	-25.5%	4.9%	-1.0%	-23.4%	1.5%	-10.6	-1.4%	-13.4%	1.5%

More compounds:
SMILES	A-T KAP1 phos	ASM inhibitor	Integrin act MD	ELG1 DNA repair	PTAP TSG101 blk	TCR act	Eya2 inh	TSHR antag	Tb PFK inh	BCR signal inh	Mito fusion yeast
O=c1c2ccccc2cnn1-c1ccc2ccccc2c1	-2.2%	1.6%	12.0%	?	-2.4%	-50.2%	-18.6%	-6.5	2.8%	?	10.3%
CCOC(=O)c1c(N)sc(C(=O)N(CC)CC)c1C	1.6%	2.1%	0.0%	-3.8%	-2.4%	6.0%	3.2%	-0.5	-1.6%	21.5%	0.3%
Nc1n[nH]c2cc(=O)n(-c3cccc(C(F)(F)F)c3)nc12	-4.4%	6.1%	-45.8%[inhibitor]	?	-14.3%	5.6%	-7.8%	3.1	4.1%	11.8%	-3.2%
CCOCCCNC(=O)C1CCN(Cc2ccc(OCc3ccccc3)c(OC)c2)CC1	-1.7%	0.6%	0.0%	?	-4.5%	4.9%	-12.3%	0.2	0.3%	?	1.9%
CCc1ccc(NC(=O)N2CCN(c3ccc(F)cc3)CC2)cc1	17.7%	1.3%	-7.1%	-1.6%	1.8%	-7.9%	-17.7%	9.2	1.7%	?	-2.7%
O=C(COc1ncnc2cc([N+](=O)[O-])ccc12)N(CCc1ccccc1)Cc1ccccc1	4.1%	-1.8%	-16.4%	?	-5.5%	0.6%[46.1 µM]	-4.3%	15.2	-0.1%	-10.6%	5.9%
CCOC(=O)c1sc2nc(C)nc(N3CCN(S(=O)(=O)c4ccccc4)CC3)c2c1C	-1.7%	-2.1%	5.9%	23.1µM*	8.1%	1.4%	1.5%	1.7	-24.4%	0.3%	.
Cn1c(SCc2cccc(F)c2)nnc1-c1ccccn1	-3.6%	-1.0%	18.0%	?	-1.7%	0.6%	-18.2%	-9.5	-0.5%	-1.5%	-1.5%
Cc1ccccc1CSCCNC(=O)c1ccccc1	-0.4%	1.9%	11.1%	3.6%	-2.7%	1.9%[46.1 µM]	-18.3%	0.3	-10.4%	-0.6%	-2.6%
O=C(c1ccc2c(Cl)c3c(nc2c1)CCCC3)N1CCC(N2CCCCC2)CC1	12.6%	-1.3%	-63.8%[inhibitor]	-8.0%	-8.3%	-9.8%	-1.0%	3.4	5.8%	?	-3.8%
Cn1c(N)c(C(=O)COC(=O)c2ccccc2C(=O)c2ccccc2)c(=O)n(C)c1=O	9.2%	-6.1%	7.7%	-13.3%	0.7%	-2.6%	19.2%	26.3	-9.8%	5.2%	4.3%
O=C(NCCN=C1NS(=O)(=O)c2ccccc21)c1ccco1	-0.2%	3.1%	1.6%	-0.8%	-7.0%	6.6%	22.8%	12.6	3.0%	-17.6%	-0.4%
O=C(N/N=C/C=N/NC(=O)c1ccco1)c1ccco1	-1.7%	-4.7%	?	-12.2%	-4.4%	2.5%	9.6%	-6.1	-2.0%	-9.8%	2.2%
